# NSD2 inh = blocks human histone methyltransferase NSD2 | O96028 | NSD2 peptide methylation, AlphaScreen, 120 min | inhibition, % at 12.5 µM | 310,000 tested, 0.54% active; in the data active means inhibition above about 50%
# Keap1 Nrf2 FP = Keap1-Nrf2 (human) interaction inhibition; Q14145; Keap1 Kelch-Nrf2 peptide fluorescence polarization, 1536-well; inhibition, % at 9.4 µM; 340,000 tested, 0.15% active; in the data active means inhibition above about 12%;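 further: human Keap1 Kelch domain with fluorescein labeled Nrf2 9mer peptide probe; 0% = neutral control wells and 100% = peptide positive control; higher means more block of Keap1 binding to Nrf2 peptide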
# Target sequence (Q14145 whole entry, looked up, the tested form may be a part): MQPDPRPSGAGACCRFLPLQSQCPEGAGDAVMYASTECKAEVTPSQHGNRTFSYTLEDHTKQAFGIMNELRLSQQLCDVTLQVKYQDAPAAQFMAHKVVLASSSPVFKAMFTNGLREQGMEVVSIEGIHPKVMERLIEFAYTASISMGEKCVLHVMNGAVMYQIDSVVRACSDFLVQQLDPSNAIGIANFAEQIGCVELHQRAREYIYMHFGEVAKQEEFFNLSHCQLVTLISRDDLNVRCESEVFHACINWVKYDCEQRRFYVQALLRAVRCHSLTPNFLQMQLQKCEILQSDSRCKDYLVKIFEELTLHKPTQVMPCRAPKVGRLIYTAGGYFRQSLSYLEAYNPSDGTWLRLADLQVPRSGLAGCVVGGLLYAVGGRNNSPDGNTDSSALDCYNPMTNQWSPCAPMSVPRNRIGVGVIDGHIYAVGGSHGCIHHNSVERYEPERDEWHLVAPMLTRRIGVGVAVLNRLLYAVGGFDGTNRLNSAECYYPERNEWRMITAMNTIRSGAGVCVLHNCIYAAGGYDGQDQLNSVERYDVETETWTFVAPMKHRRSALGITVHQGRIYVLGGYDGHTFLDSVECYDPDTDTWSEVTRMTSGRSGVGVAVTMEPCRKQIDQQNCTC
# CAL PDZ FP-1 = inhibitors of human CAL PDZ peptide binding | Q9HD26 | purified CAL PDZ, TMR-peptide fluorescence polarization, 1 h | inhibition, % at 24.9 µM | 300,000 tested, 0.92% active | AID 602252;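 active means mean inhibition of at least 30% with at least half of replicates also reaching 30%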;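 further: 0% = DMSO neutral control and 100% = excess unlabeled competitor peptide PRC23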
# LANA DNA inh = inhibitors of KSHV LANA C-terminal domain DNA binding. inhibition, % at 9 µM. MBP-C-LANA/FAM-LBS DNA binding, fluorescence polarization. 340,000 tested, 0.078% active. AID 504423;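 active means highest replicate inhibition at or above 60% at 9 µM, even if other replicates fall short; inactive means all replicates below 60% inhibition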;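 further: 0% = neutral control wells and 100% = 4 µM acridine orange control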
# Arrestin-AP2 inh = human beta-arrestin and AP2 interaction inhibition. FITC-arrestin peptide / GST-AP2 beads, flow cytometry; AP2 beta2 appendage carries R879A mutation. inhibition, % at 10 µM. 340,000 tested, 0.31% active;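 active means inhibition above a set limit, near 3 SD of compounds lacking own fluorescence, cut at about 54% in these data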;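 further: plate controls were DMSO wells for no effect and 5 µM unlabelled arrestin peptide for full effect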
#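 System: GST-tagged AP2 beta2-adaptin appendage (R879A) on 4 µm glutathione beads / Reagent: FITC-arrestin peptide, 50 nM / Detection: HyperCyt-sampled flow cytometry, FL1 channel, ex 488/em 535 nm / Timing: 12 min plus 1 h, RT / Buffer or medium: PBS plus Tween 20 (0.05%) and BSA (0.1%)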
# V-ATPase pHluor = yeast V-ATPase proton transport regulation by pHLuorin; S. cerevisiae, pHLuorin cytosolic pH fluorescence; response, % at 10 µM; 350,000 tested, 0.37% active; in the data active means response mostly above about 7.3%, no sharp cut-off; inactive means mostly below about 5.4%; further: actives read high; inactives centre near 0; some compounds called inactive have numbers as strong as hits; reference of the scale not given here
# Pemphigus Ab inh = blocks pemphigus antibody binding to human desmoglein-3 | P32926 | DSG3-coupled beads, scFv-anti-DSG3-GFP binding, flow cytometry; hits give low values | binding (percent of control), % at 10 µM | 310,000 tested, 0.48% active;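 active means binding more than 3 SD below its plate's average and above zero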;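 further: hits lower antibody fragment binding to DSG3; some compounds called inactive have numbers as strong as hits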
# DAGLB inhibitor = blocks human DAGLB lipase activity | Q8NCG7 | HEK293T DAGLB membrane lysate, EnzChek fluorogenic substrate | inhibition, % at 5.17 µM | 340,000 tested, 0.059% active | AID 504411; in the data active means inhibition above about 34%;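 further: 0% = enzyme with vehicle and 100% = wells lacking enzyme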
# CAL PDZ FP-2 = inhibitors of human CAL PDZ peptide binding | Q9HD26 | purified CAL PDZ, TMR-peptide fluorescence polarization, 1 h | inhibition, % at 20 µM | 330,000 tested, 0.02% active | AID 504414;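 active means highest replicate inhibition of at least 40%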;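 further: plate controls were DMSO neutral control wells for no effect and unlabeled competitor peptide control wells for full effect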
#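 Material: tagged CAL PDZ domain; buffer or medium: 25 mM sodium phosphate pH 7.4, 150 mM NaCl, TCEP, IgG, Thesit; compound dosing: single point, 20 µM; schedule: 1 h incubation at room temperature before polarization reading; measured by: FP readout, S and P plane fluorescence; read-out basis: percent inhibition from loss of millipolarization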
# Cardiac RTF inh = cardiac RTF calcium desensitization; IANBD-labeled cardiac RTF, Ca2+ fluorescence; inhibition, % at 7.15 µM; 340,000 tested, 0.12% active;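 active means inhibition above the mean inhibition of all tested compounds plus 3 SD, cut at about 17% in these data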;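 further: assay run at fixed EC70 calcium of 1.6 mM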
# The depositor's hits bear a star; . = not tested or not shown.
SMILES,NSD2 inh,Keap1 Nrf2 FP,CAL PDZ FP-1,LANA DNA inh,Arrestin-AP2 inh,V-ATPase pHluor,Pemphigus Ab inh,DAGLB inhibitor,CAL PDZ FP-2,Cardiac RTF inh
Cc1nn(-c2ccc(F)cc2)c2c1cc(C#N)c1nc3ccccc3n12,3,-4,-11,-0.2,6,-11,97,-2,0.1,-9
CCOC(=O)C1CCCCN1Cc1ccccc1C(F)(F)F (centres undefined),3,-5,.,-0.6,-7,9,104,-6,-1.8,-5
CCc1ccc(C2C(C#N)=C(N)C(C#N)(C#N)C3=CCC(C(C)(C)C)CC32)cc1 (centres undefined),.,4,-3,9.9,9,6,.,2,-2.0,-21
COc1ccc(CCC(C)N2CCC(CO)(Cc3ccccc3)CC2)cc1 (centres undefined),0,-6,10,3.2,-5,2,107,1,0.2,-14
CN(C(=O)CSc1nnc(Cc2ccccc2F)n1N)C1CCS(=O)(=O)C1 (centres undefined),-1,1,13,0.5,11,3,99,1,-0.6,8
CC(C)[C@H](NC(=O)[C@@H]1CSC2c3ccccc3C(=O)N21)C(=O)N1CCCCC1 (some centres undefined),27,-10,-2,-2.1,4,4,107,0,-2.3,-3
O=C(NN=C1CCN(Cc2ccccc2)CC1)c1cccc(S(=O)(=O)Nc2ccccc2Cl)c1,2,-13,-2,-1.0,6,0,151,5,-2.5,3
O=C(NC1CCN(C(=S)Nc2ccc(F)cc2)CC1)c1ccco1,1,1,-5,1.8,-1,1,107,1,-2.2,-3
O=C(NCc1ccccn1)c1cc(Br)ccc1Cl,-3,0,-1,-0.9,13,3,104,-1,-1.7,-5
O=C1C2C(C(=O)N1c1nccs1)C1C=CC2C12CC2 (centres undefined),-4,-4,-1,-1.4,19,3,105,-1,-3.4,-13
COc1cccc(N(C(=O)Cn2nnc3ccccc32)C(C(=O)NCc2ccco2)c2cccnc2)c1 (centres undefined),.,3,-4,1.2,3,0,.,1,-0.4,-6
CCc1nnc(SCC(=O)Nc2ccc(N3CCN(S(C)(=O)=O)CC3)cc2)o1,-3,-5,0,-2.6,1,-3,105,1,-1.8,-16
COCCN(C(=S)Nc1cccc(Cl)c1C)C(C)c1ccco1 (centres undefined),.,-1,-5,-0.7,3,3,99,-16,-1.9,-9
COc1ccc(/C=N/n2c(SC)nnc(C(C)(C)C)c2=O)cc1,-1,1,-4,1.3,-1,.,96,-4,-1.3,0
O=C1N=C(N2C=CC(=C3C=CNC=C3)C=C2)/C(=C/N=NC(=O)c2ccccc2O)S1,16,7,-3,18,-3,-6,107,0,-0.8,-11
COc1cc(-c2nnc(-c3cccnc3)o2)cc(OC)c1OC,1,-2,2,-0.8,32,-2,96,1,0.1,-8
O=C(O)c1ccc(CS(=O)(=O)c2cccc(C(F)(F)F)c2)o1,0,-8,19,-0.7,1,-4,106,-1,-2.3,-9
COC(=O)Cn1ccc2cc(S(=O)(=O)N3CCCCC3)ccc21,-3,0,1,0.5,44,-5,109,0,-7.6,-9
CC1CCC2(CC1)NC(=O)N(NC(=O)c1ccc(OC(C)C)cc1)C2=O (centres undefined),0,1,-2,0.8,-3,-5,96,0,-0.6,-1
CCCOc1ccc(C2C(C(=O)/C=C/c3ccco3)=C(O)C(=O)N2CCN2CCOCC2)cc1OC (centres undefined),24,-10,-5,3.9,17,5,112,-4,-2.6,-2
CC(C)c1ccc(C2NC(=O)NC3=C2CCc2ccccc23)cc1 (centres undefined),3,4,-4,-1.1,6,-5,100,1,-1.9,-7
CCn1cc(C(=O)N[C@@H](CC(C)C)C(=O)NCCCn2ccnc2)c(=O)c2cc3c(cc21)OCO3,3,-2,-1,1.5,4,2,109,1,-3.4,12
COc1cccc(C(=O)NC(C)C(c2cccs2)N2CCOCC2)c1 (centres undefined),.,-2,.,-0.8,14,1,83,-1,-0.2,3
O=C(COC(=O)CCOc1ccccc1)Nc1cc(S(=O)(=O)N2CCCCC2)ccc1Cl,-3,-5,3,1.1,8,-2,112,-3,-2.1,2
COCCNC(=O)CN(C(=O)CCC(=O)Nc1ccccn1)c1ccc(F)cc1,-2,-2,.,1.6,9,1,105,0,-0.1,0

# Quoted at random: three compounds from above, in no set order.
SMILES,NSD2 inh,Keap1 Nrf2 FP,CAL PDZ FP-1,LANA DNA inh,Arrestin-AP2 inh,V-ATPase pHluor,Pemphigus Ab inh,DAGLB inhibitor,CAL PDZ FP-2,Cardiac RTF inh
CN(C(=O)CSc1nnc(Cc2ccccc2F)n1N)C1CCS(=O)(=O)C1 (centres undefined),-1,1,13,0.5,11,3,99,1,-0.6,8
CCn1cc(C(=O)N[C@@H](CC(C)C)C(=O)NCCCn2ccnc2)c(=O)c2cc3c(cc21)OCO3,3,-2,-1,1.5,4,2,109,1,-3.4,12
Cc1nn(-c2ccc(F)cc2)c2c1cc(C#N)c1nc3ccccc3n12,3,-4,-11,-0.2,6,-11,97,-2,0.1,-9

# Next structures:
SMILES,NSD2 inh,Keap1 Nrf2 FP,CAL PDZ FP-1,LANA DNA inh,Arrestin-AP2 inh,V-ATPase pHluor,Pemphigus Ab inh,DAGLB inhibitor,CAL PDZ FP-2,Cardiac RTF inh
Cc1cc(O)c(-c2cc(C(=O)NCCc3ccc(S(N)(=O)=O)cc3)[nH]n2)cc1C,1,3,-2,0.5,35,-2,95,-1,-3.4,0
COc1ccc(S(=O)(=O)N2CCCCCC2)cc1C(=O)N(C)CC(=O)Nc1ccccc1Cl,1,-4,2,0.8,-3,1,107,-2,-0.5,5
COc1cccc(C(=O)NC(=S)Nc2ccc([N+](=O)[O-])cc2C)c1,0,-3,0,0.5,10,-1,100,-2,0.0,-3
Cc1cc(C)cc(NC(=O)c2ccc(CNc3c(N4CCCC4)c(=O)c3=O)cc2)c1,0,-1,-3,-0.7,-7,-1,93,3,-0.1,-5
CCOC(=O)c1c(-c2ccc(F)cc2)csc1NC(=O)CN1C(=O)NC2(CCCCC2C)C1=O (centres undefined),0,2,4,-0.8,5,0,125,2,-3.0,-6
Cc1cc(NC(=O)c2cc3nc(C4CC4)cc(C(F)(F)F)n3n2)no1,-3,-2,-21,-3.9,28,-2,98,1,-1.6,0
COc1ccc(-n2cc(CNCCN3CCOC3=O)c(-c3ccccc3Cl)n2)cc1,-2,-8,-4,-0.4,31,-1,101,-4,-1.5,-2
COc1ccccc1CN1C[C@@H]2C[C@@H](c3ccc(C)cc3)N3CCC[C@@]23C1=O,-2,-6,-4,2.2,0,0,123,-3,-0.3,-17
CCN(CC)S(=O)(=O)c1cc(NC(=O)C(C)Nc2ccccc2N2CCOCC2)ccc1C (centres undefined),3,4,0,1.7,16,5,105,-1,-8.9,2
CCCNC(=O)CN(c1ccc(F)c(Cl)c1)S(C)(=O)=O,8,-2,.,1.1,1,0,97,0,0.0,-2
CC1(C)CC(=O)C2=C(C1)NC(=O)CC2c1cccc(F)c1 (centres undefined),0,-4,-1,-1.8,2,3,.,-1,1.1,0
CCCCOCP(=O)(CC)COCCCC,0,-3,-1,1.8,13,-3,108,2,-0.8,-10
COC(=O)c1ccc(NC(=O)Cn2c([N+](=O)[O-])cnc2C)cc1,-3,3,-2,2.0,29,-3,96,-3,0.3,-10
O=C(OCCN1CCOCC1)C(c1ccccc1)c1ccccc1,0,-4,-1,-0.5,12,-4,128,0,-2.5,0
Oc1c(Br)cc2oc3c(c2c1CNCc1ccccc1)CCCC3,1,0,.,-0.4,9,4,111,-19,-1.7,-4
C/C=C\C=C/C(=O)Nc1cccc(C2=NOC3(C2)C[C@@H](C(N)=O)N(C(=O)COc2ccc(Cl)cc2)C3)c1 (some centres undefined),.,-8,-2,-1.1,-1,1,105,4,0.9,5
Oc1c(N=NC(=S)Nc2ccccc2F)c2ccccc2n1Cc1ccccc1Cl,-3,5,.,-1.9,-4,-2,101,0,-0.2,-4
CN(CCO)C(=O)CCC(=O)Nc1ccc(S(N)(=O)=O)cc1,30,-5,.,0.4,20,-1,96,0,-1.7,-7
CC(=O)N(c1cccc(C)c1)S(=O)(=O)c1ccc(Cl)cc1,.,-3,.,-0.2,8,2,95,-2,0.3,-5
Cc1cc(=O)[nH]c(SCC(=O)NNC(=O)Cc2ccccc2)n1,-6,1,-5,0.6,21,3,81,0,16,-9
O=C(O)c1ccc(NCc2ccc(Br)cc2)cc1,-5,0,.,-0.4,22,1,106,0,-0.9,-11
CCc1ccc2c(c1)C1(NN=C(c3ccc(C)cc3)S1)C(=O)N2 (centres undefined),21,-8,0,-0.2,-2,-2,95,25,-0.9,-2
COCCNC(=O)c1cc2oc3ccccc3c2n1C,0,-2,3,0.4,-5,-2,.,0,-0.9,-4
CC1Cc2ccccc2N1C(=O)CSc1nc2c(c(=O)n(C)c(=O)n2C)n1Cc1ccc(F)cc1 (centres undefined),-2,-1,-1,-0.1,5,2,108,-2,-0.5,-3
O=C(Nc1nnc(-c2ccc(Cl)cc2)o1)c1cccc(N2C(=O)CCC2=O)c1,-1,-1,-4,0.0,22,-3,.,1,-0.8,-4
# Other compounds follow.
SMILES,NSD2 inh,Keap1 Nrf2 FP,CAL PDZ FP-1,LANA DNA inh,Arrestin-AP2 inh,V-ATPase pHluor,Pemphigus Ab inh,DAGLB inhibitor,CAL PDZ FP-2,Cardiac RTF inh
O=C1/C(=N\S(=O)(=O)c2cccs2)C([n+]2ccc(CCCc3ccccc3)cc2)=C([O-])c2ccccc21,1,.,.,.,14,0,100,.,.,.
CC1(C)CC(O)CC(C)(C)N1CC(O)COCCOc1ccc(Br)cc1 (centres undefined),1,-3,5,0.7,20,1,103,-4,0.2,2
O=C(COC(=O)C1CCC1)NCc1ccc(F)cc1,-1,-3,-19,-0.2,-10,0,97,-3,-2.5,-5
COc1cccc(C(=O)NNS(=O)(=O)c2ccc(C)cc2)c1,-1,-1,.,-0.2,-7,-3,113,0,1.0,-4
Cc1ccccc1CNC(=O)c1ccccc1,0,-2,-3,-0.1,-6,-2,98,-3,-0.8,2
COc1ccc(NC(=O)CN(C)C(=O)/C=C/c2ccc(S(=O)(=O)N3CCCCCC3)cc2)cc1,6,-1,-1,-0.1,2,-20,113,-5,-0.6,0
CC(C)N1CCN(Cc2ccoc2)CC1CCO (centres undefined),-2,-3,-1,-0.4,17,4,107,0,-0.8,-2
Cc1cccc(NC(=O)c2cc(NC(=O)c3ccco3)ccc2Cl)n1,-2,-3,3,-1.5,-6,3,.,-7,-5.0,-16
O=C(O)C(Cc1c[nH]c2ccccc12)N1C(=O)C2C3c4ccccc4C(c4ccccc43)[C@@H]2C1=O (some centres undefined),3,-3,-8,0.4,9,-6,91,8,-0.5,-15
O=C(Nc1ccc(NC(=O)c2cccnc2Cl)cc1)c1cccc(Cl)c1,1,-1,.,-2.6,-1,0,128,0,-1.4,2
Cc1c(Nc2c3ccccc3nc3ccccc23)c(=O)n(-c2ccccc2)n1C,-5,-1,-3,-2.1,38,-2,.,-3,0.7,1
CN(CC(=O)Nc1cccc(F)c1)C(=O)CCc1nc2sc3c(c2c(=O)[nH]1)CCCC3,1,-8,-5,1.6,-2,-2,100,5,-3.0,-9

# Screening data as filed in PubChem BioAssay.

# An excerpt (hit frequency here may not be typical).
